# FUS yeast rescue = qHTS for Suppressors of FUS Proteinopathy: Primary screen using FUS-linked yeast assay; AID 1347120, 2019; S. cerevisiae FUS-expressing, growth rescue, OD600, 24 h; 390,000 tested, 0.24% active; Potency, µM (titrated, usually from 76.6 µM), without a hit: at the top dose growth rescue (activation), actives largely listed as activators;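 further: potency means the concentration at half of the fitted maximal effect; plate controls were DMSO vehicle for no effect and reference control for full effect; nearly all actives have a fitted effect of over 55% in size; some results filed as inactive show a strong effect at the top dose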
#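 Steps: raffinose overnight preculture; dilution to OD 0.005 in 2% galactose minimal medium; compound addition (concentration series); 24hr at 30C, 99% humidity; absorbance read at 600 nm.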
# EPAC1 antag = qHTS for Antagonist of cAMP-regulated guanine nucleotide exchange factor 3 (EPAC1): primary screen; Potency, µM (top dose mostly 115 µM), inactives show at the highest dose activity change, negative = inhibition, most hits filed as inhibitors; 360,000 tested, 0.14% active; EPAC1 GEF assay, Rap1b-BODIPY-GDP exchange fluorescence;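 further: potency means the concentration at half of the fitted maximal effect; plate controls were vehicle for no effect and positive control for full effect; nearly all actives have a fitted effect of over 50% in size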
# PLK1 PBD block = qHTS for Inhibitors of PLK1-PDB (polo-like kinase 1 - polo-box domain): Primary Screen. Potency, µM, for the others: max response, negative = inhibition, actives largely listed as inhibitors. AID 720504, 2013. Serine/threonine-protein kinase PLK1 (Homo sapiens), P53350. Plk1 PBD binding of FITC phosphopeptide, fluorescence polarization. 360,000 tested, 2.8% active; further: potency means the concentration at half of the fitted maximal effect; series mostly up to about 57 µM; on the % scale 0 is the no-effect control and ±100 the full control effect; nearly all actives have a fitted effect of over 65% in size
# Target sequence (P53350 whole entry, looked up, the tested form may be a part): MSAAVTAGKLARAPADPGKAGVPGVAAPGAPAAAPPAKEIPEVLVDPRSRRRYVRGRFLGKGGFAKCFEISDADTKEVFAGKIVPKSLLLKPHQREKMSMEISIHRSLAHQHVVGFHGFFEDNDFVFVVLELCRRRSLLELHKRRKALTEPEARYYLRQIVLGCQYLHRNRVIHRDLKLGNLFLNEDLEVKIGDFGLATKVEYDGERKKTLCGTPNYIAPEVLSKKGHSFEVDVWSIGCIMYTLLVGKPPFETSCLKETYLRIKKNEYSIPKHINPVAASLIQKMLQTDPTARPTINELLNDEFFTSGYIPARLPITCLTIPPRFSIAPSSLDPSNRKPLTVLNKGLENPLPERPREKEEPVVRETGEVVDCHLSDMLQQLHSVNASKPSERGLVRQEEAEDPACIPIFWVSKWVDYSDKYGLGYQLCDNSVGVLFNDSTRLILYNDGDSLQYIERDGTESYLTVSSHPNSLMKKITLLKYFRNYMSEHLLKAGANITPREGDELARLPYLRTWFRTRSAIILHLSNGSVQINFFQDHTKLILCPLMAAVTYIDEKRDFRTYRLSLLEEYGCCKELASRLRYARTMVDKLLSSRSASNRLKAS
# Abeta yeast res = qHTS for compounds that reverse cellular toxicity of Amyloid beta (A-beta) peptide in yeast: Primary Screen | AID 1347071, 2019 | yeast expressing A-beta42, growth rescue, OD600, 48 h; response scale: 0% DMSO, 100% iron-clioquinol control | Potency, µM (doses to about 46.1 µM), inactives show at the top dose growth rescue, actives largely listed as activators | 410,000 tested, 0.063% active; further: potency means the concentration at half of the fitted maximal effect; nearly all actives have a fitted effect of over 55% in size
#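 Yeast A-beta toxicity model in growth medium with pinned compounds, 48 h at 30 C; growth read as absorbance at 600 nm. Normalized to FeCl3/clioquinol equimolar mix (positive) and DMSO (negative).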
# IL-2 act = qHTS of IL-2 Activators; IL-2 activation reporter assay, cell-based qHTS; stimulated with anti-CD3/CD4/CD28 beads; in transgenic mouse T cells; 360,000 tested, 0.065% active; activation, % (series mostly up to about 46 µM); in the data active means activation above about 50%; inconclusive means mostly about 30% to 49%; further: 0% is about no effect
#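 EGFP and DsRed fluorescence is measured by plate cytometry in unstimulated transgenic mouse T cells exposed to compound for 60 minutes, then stimulated 18 hours at 37 degrees C with anti-CD3/anti-CD4 beads plus anti-CD28.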
# EPAC1 agonist = qHTS for Agonist of cAMP-regulated guanine nucleotide exchange factor 3 (EPAC1): primary screen; EPAC1 agonist qHTS, biochemical assay; response scale: 100% = response to 6.5 mM cAMP; AID 720707, 2013; 360,000 tested, 0.073% active; Potency, µM (highest dose often 154 µM), for the others: at the highest dose activation, actives largely listed as activators; Rap guanine nucleotide exchange factor 3 (Homo sapiens), O95398; further: potency means the concentration at half of the fitted maximal effect; nearly all actives have a fitted effect of over 60% in size
#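 Fluorescent GDP-exchange assay: 100 nM EPAC1 with 250 nM Rap1B preloaded with BODIPY-GDP and 50 uM GDP; compounds tested as concentration series, 5 min at room temperature, then read every 5 min for 30 min (ex 480/em 540 nm); normalized to 6.5 mM cAMP.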
# PI5P4Ka inh = qHTS for Inhibitors of phosphatidylinositol 5-phosphate 4-kinase (PI5P4K); Phosphatidylinositol 5-phosphate 4-kinase type-2 alpha (Homo sapiens), P48426; PI5P4Kalpha enzyme, ADP-Glo luminescence, 60 min; active compounds read low; max response, %; 330,000 tested, 1.2% active; AID 652105, 2013; active means max response of -50% or lower; inconclusive means between -30% and -50%; inactive means -30% or higher; further: value at the top dose of about 77 µM; on the % scale 0 is the no-effect control and ±100 the full control effect
# Target sequence (P48426 whole entry, looked up): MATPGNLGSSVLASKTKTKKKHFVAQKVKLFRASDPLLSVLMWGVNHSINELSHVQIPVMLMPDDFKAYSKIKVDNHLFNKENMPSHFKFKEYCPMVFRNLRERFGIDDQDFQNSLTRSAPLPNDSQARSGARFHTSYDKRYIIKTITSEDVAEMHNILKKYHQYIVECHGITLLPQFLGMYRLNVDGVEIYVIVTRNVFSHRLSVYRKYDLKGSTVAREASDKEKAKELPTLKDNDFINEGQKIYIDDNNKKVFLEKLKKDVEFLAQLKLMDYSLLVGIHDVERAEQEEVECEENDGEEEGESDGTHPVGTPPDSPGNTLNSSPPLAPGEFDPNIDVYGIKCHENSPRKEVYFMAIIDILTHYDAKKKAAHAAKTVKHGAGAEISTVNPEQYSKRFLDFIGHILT
#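 ADP-Glo luminescence end-point read after a 60 min room-temperature kinase reaction of PI5P4Kalpha plus substrate, initiated with ATP at 5 microM final. Buffer: 0.038 M HEPES pH 7.4, EGTA, 0.1% CHAPS, 5% DMSO.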
# WRN inhibitor = qHTS for Inhibitors of WRN Helicase; WRN helicase unwinding, fluorescent forked duplex, kinetic; 360,000 tested, 0.46% active; Potency, µM (top dose mostly 114 µM), without a hit: top-dose activity change, negative = inhibition, most hits filed as inhibitors; Bifunctional 3'-5' exonuclease/ATP-dependent helicase WRN (Homo sapiens), Q14191; further: potency means the concentration at half of the fitted maximal effect; on the % scale 0 is the no-effect control and ±100 the full control effect; nearly all actives have a fitted effect of over 55% in size
#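 Kinetic fluorescence helicase assay: unwinding of a quenched forked DNA duplex (100 nM final) with 2 mM ATP final raises red fluorescence (525/598 nm). Compounds sat 15 min at room temperature with 20 nM WRN beforehand.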
# * marks the source's active call; other numbers are inactive results; u = inconclusive; x = no result given; [ ] = dose if it differs, or a comment. Unless noted, the call rests on the fitted dose curve; in most records, active means well fitted curve in the direction sought with a large enough effect; inconclusive means small, poorly fitted or top-dose-only effect, or another doubt; inactive means no such curve, though single readings can be large; an effect the other way counts as inactive or inconclusive.
SMILES,FUS yeast rescue,EPAC1 antag,PLK1 PBD block,Abeta yeast res,IL-2 act,EPAC1 agonist,PI5P4Ka inh,WRN inhibitor
COc1ccc(C=O)cc1C1=CC(=O)C[C@H](c2ccc(Cl)cc2)C1,u,6%,-1%,-5%,-2.5,-5%,-7,-8%
Cc1ccc(S(=O)(=O)N(C)CC(=O)OCC(=O)N2CCCC2=O)cc1,14%,10%,-3%,21%,-0.6,-7%,-5,3%
COC(=O)c1ccc(C2=NOC(C)(c3sc(-c4ccccc4)nc3C)C2)cc1 (stereo unspecified),5%,-21%,-1%,-5%,-0.4,-9%,-4,5%
COc1cccc(NC(=O)NC2CC(=O)N(c3ccc4c(c3)OCCO4)C2)c1 (stereo unspecified),25%,-6%,-3%,4%,0.2,4%,-4,-11%
COc1ccccc1-c1cc(C(F)(F)F)nc(NCc2cccs2)n1,x,-25%,1%,9%,1.3,-4%,0,-5%
O=C(Cn1cc(C(F)(F)F)ccc1=O)Nc1ccc2c(c1)OCCO2,33%,-18%,-8%,-9%,-0.7,-9%,2,-19%
CCOc1ccc(-c2nnn(CC(=O)NCc3ccco3)n2)cc1OCC,19%,-24%,-7%,0%,-0.3,14%,-1,3%
C[C@@H]1CN([C@@H](C)CO)C(=O)CCCn2nncc2CO[C@H]1CN(C)S(=O)(=O)c1ccccc1F,-24%,-21%,-15%,-3%,0.2,11%,-2,-2%
COC(=O)C1CCN(C(=O)c2cc3ccccc3oc2=O)CC1,18%,1%,-1%,-12%,-1.7,-2%,x,0%
Cc1nc(C(F)(F)F)ccc1C(=O)N1CCCC(C)(C(=O)O)C1 (stereo unspecified),-13%,-13%,-8%,24%,0.2,-11%,5,-5%
COc1ccc(/C=N/NC(=O)CN(C)S(=O)(=O)c2ccc(NC(C)=O)cc2)cc1,4%,-9%,-11%,-7%,0.1,4%,7,-15%
COc1ccc(CC(=O)Nc2ccc(S(=O)(=O)Nc3nccc(C)n3)cc2)cc1,12%,-6%,u,0%,1.8,6%,x,-18%
O=C(CSc1nnc(NC(=O)c2ccccc2C(=O)O)s1)Nc1ccccc1Cl,4%,-9%,u,-9%,-0.2,-3%,-10,3%[57.1 µM]
CCCCCNC(=O)C1CC(=O)OC12CCCCC2 (stereo unspecified),-3%,12%,-4%,0%,1.6,3%,2,-4%
CC1CC(C)CN(CC(=O)Nc2ccc3c(c2)OCCO3)C1 (stereo unspecified),11%,-5%,-13%,-1%,-0.9,2%,1,5%
CC(NC(=O)C(=O)N1CCOCC1)C(c1cccs1)N1CCN(c2ccccc2F)CC1 (stereo unspecified),18%,0%,-7%,-2%,-3.0,2%,-3,-2%
Cc1cc(NC(=O)CSc2ncn[nH]2)no1,6%,2%,2%,-17%,0.2,8%,-1,3%
O=C1C=CC(=O)N1Nc1ccc(Br)cc1,23%,12%,-22%,-22%,-4.0,2%,2,-6%
C=CCn1c(SCC#N)nnc1-c1ccc2ncccc2c1,5%,-4%,-5%,0%,-3.1,4%,1,0%
Cc1csc(NC(=O)CCc2nc3ccccc3s2)n1,u,-26%,-19%,9%,0.0,-3%,-20,1%
COc1ccc(CC(=O)Nc2cccc(/C(C)=N/NC(=O)C3(C)CC3(Br)Br)c2)cc1 (stereo unspecified),5%,5%,-18%,2%,-4.8,19%,1,-7%
CCC1(c2ccccc2)NC(=O)N(CC(=O)Nc2ccc(S(=O)(=O)N3CC(C)CC(C)C3)cc2)C1=O (stereo unspecified),24%,-7%,6%,-14%,-5.8,5%,-9,3%
Cc1ccccc1C#N,-45%,6%,-2%,-5%,0.2,12%,0,5%
CC(=O)Nc1ccc(S(=O)(=O)NCc2csc(C)n2)cc1,-17%,2%,-1%,8%,0.0,9%,x,-6%
O=C(CSc1ccccn1)Nc1ccc(Br)cn1,-32%,5%,-9%,2%,0.2,-4%,-7,-10%
CCOc1cc(CO)cc(Br)c1OCC(=O)Nc1ccccc1C,7%,2%,-3%,-9%,0.4,4%,3,3%
O=C(CC1C=CCC1)Nc1ccccc1 (stereo unspecified),-9%,-1%,-12%,8%,-0.4,3%,-1,-5%
O=C(Nc1cccc(-c2cccc(Cl)c2)c1)C1CCN(Cc2ccon2)CC1,14%,-19%,-8%,1%,-4.1,14%,-2,-6%
O=C(Cn1ccc(=O)[nH]c1=O)Nc1ccc(C(=O)O)c(O)c1,-20%,2%,-2%,3%,-1.5,-10%,u,8%
O=S(=O)(c1ccc(S(=O)(=O)N2CCCN(Cc3ccccc3)C2)cc1)N1CCCCCC1,13%,3%,-1%,10%,0.7,0%,x,9%
O=C(Oc1cccc(Oc2ccccc2)c1)N1CCOCC1,1%,9%,-5%,8%,-0.4,1%,x,-6%
CCOc1ccccc1OCC(=O)Nc1ccc(S(=O)(=O)N(C)C)cc1,15%,0%,-5%,3%,0.5,0%,-5,3%
O=C(NCCN1CCCC1)c1ccc(Cn2c(=S)[nH]c3ccc(Br)cc3c2=O)cc1,17%,-10%,-23%,-9%,1.8,-7%,0,2%
COc1cc(OC)cc(C(=O)NCC(=O)N2CCC(C)CC2)c1,-21%,1%,-9%,3%,0.2,-2%,8,5%
CC(=O)C12OC1CC1C3CCC4=CC(=O)CCC4(C)C3CCC12C (stereo unspecified),8%,17%,-19%,-8%,-0.2,7%,-6,-4%
COCCNC(=O)C1C(=O)Nc2ccccc2C(=O)N1C1CCCC1 (stereo unspecified),-9%,-2%,-5%,-3%,0.3,1%,0,-2%

# 11 entries from above, reformatted:
canonical_smiles	FUS yeast rescue	EPAC1 antag	PLK1 PBD block	Abeta yeast res	IL-2 act	EPAC1 agonist	PI5P4Ka inh	WRN inhibitor
CCOc1ccc(-c2nnn(CC(=O)NCc3ccco3)n2)cc1OCC	19%	-24%	-7%	0%	-0.3	14%	-1	3%
C[C@@H]1CN([C@@H](C)CO)C(=O)CCCn2nncc2CO[C@H]1CN(C)S(=O)(=O)c1ccccc1F	-24%	-21%	-15%	-3%	0.2	11%	-2	-2%
COC(=O)C1CCN(C(=O)c2cc3ccccc3oc2=O)CC1	18%	1%	-1%	-12%	-1.7	-2%	x	0%
Cc1nc(C(F)(F)F)ccc1C(=O)N1CCCC(C)(C(=O)O)C1 (stereo unspecified)	-13%	-13%	-8%	24%	0.2	-11%	5	-5%
COc1ccc(/C=N/NC(=O)CN(C)S(=O)(=O)c2ccc(NC(C)=O)cc2)cc1	4%	-9%	-11%	-7%	0.1	4%	7	-15%
COc1ccc(CC(=O)Nc2ccc(S(=O)(=O)Nc3nccc(C)n3)cc2)cc1	12%	-6%	u	0%	1.8	6%	x	-18%
O=C(CSc1nnc(NC(=O)c2ccccc2C(=O)O)s1)Nc1ccccc1Cl	4%	-9%	u	-9%	-0.2	-3%	-10	3%[57.1 µM]
CCCCCNC(=O)C1CC(=O)OC12CCCCC2 (stereo unspecified)	-3%	12%	-4%	0%	1.6	3%	2	-4%
CC1CC(C)CN(CC(=O)Nc2ccc3c(c2)OCCO3)C1 (stereo unspecified)	11%	-5%	-13%	-1%	-0.9	2%	1	5%
CC(NC(=O)C(=O)N1CCOCC1)C(c1cccs1)N1CCN(c2ccccc2F)CC1 (stereo unspecified)	18%	0%	-7%	-2%	-3.0	2%	-3	-2%
Cc1cc(NC(=O)CSc2ncn[nH]2)no1	6%	2%	2%	-17%	0.2	8%	-1	3%

# Next section:
SMILES,FUS yeast rescue,EPAC1 antag,PLK1 PBD block,Abeta yeast res,IL-2 act,EPAC1 agonist,PI5P4Ka inh,WRN inhibitor
CSc1ccccc1COC(=O)Nc1ccccc1C,-12%,5%,-16%,28%,0.0,-3%,0,5%
COc1ccc(C(=O)CC(=O)Nc2ccc([N+](=O)[O-])cc2)cc1,10%,0%,-6%,-20%,-0.5,-3%,-7,5%
NS(=O)(=O)c1ccc(CNC(=O)c2cc(-c3ccccn3)nc3ccc(Cl)cc23)cc1,24%,-6%,-20%,-1%,-0.1,-5%,-25,-13%
COc1ccccc1OCCC(=O)OCC(=O)NCc1ccc(F)cc1,-20%,-7%,-4%,-16%,0.6,-8%,-8,4%
COc1cccc(NCc2nnc(SCC(=O)N(C)C3CCS(=O)(=O)C3)n2C2CCCCC2)c1 (stereo unspecified),-10%,4%,-2%,5%,-3.2,5%,-4,6%
Cc1ccnc(NC2c3ccccc3C(=O)N2Cc2ccccc2Cl)c1 (stereo unspecified),-32%,-21%,1%,-22%,-2.6,-6%,-8,2%
O=C(Cn1cc(S(=O)(=O)N2CCN(c3ccccc3F)CC2)c2ccccc2c1=O)NCCCN1CCCCCC1,32%,-13%,-10%,14%,0.4,10%,-5,6%
O=C(CCC(=O)NNC(=O)Cc1ccccc1)NCc1ccccc1,-1%,-5%,-4%,-18%,2.8,-3%,12,-2%[57.1 µM]
CCC(C)NC(=O)C1c2ccccc2Oc2ccccc21 (stereo unspecified),10%,13%,-18%,5%,-0.3,6%,2,12%

# Source: PubChem (National Center for Advancing Translational Sciences (NCATS))

# The order is random; overall some 4.1% were active at least once.
